Screening results (PubChem)
H9c2 TAG inh = triacylglycerol accumulation inhibition; H9c2 cells, Nile Red lipid (TAG) fluorescence; cells loaded with 200 µM oleic acid; inhibition, % at 12.5 µM; hit rate 0.66% among 230,000;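 active means pattern-corrected inhibition of lipid staining of at least 50% with the nuclear-stain viability signal not falling by more than 50%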;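 further: 0% = DMSO wells and 100% = triacsin C control wells; some results filed as inactive read as strong as hits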
H9c2 TAG inh DAPI viability = recorded beside H9c2 TAG inh, whose call it bears; DAPI nuclei signal change (viability), lower = more cytotoxic, %;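 whole-well DAPI fluorescence read on a plate reader as a viability signal; minus 50 percent equals half of cells still viable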
An asterisk follows results filed as active.

Under each structure – H9c2 TAG inh, H9c2 TAG inh DAPI viability
Cc1ccc(C2CC(c3ccccc3)=NN2C(=S)Nc2ccccc2)o1 (configuration not stated)
    30, -15
COc1ccc(Cl)cc1NC(=O)CN(C)CC(=O)NCc1ccc(F)cc1
    -11, -3
CCOC(=O)N1CCC(NC(=O)c2cc(-c3ccc(F)cc3)[nH]c2C)CC1
    6, 8
CCCc1cc(=O)[nH]c2nnc(SCC(=O)Nc3ccc(C(C)=O)cc3)n12
    -11, 4
CCCC(C)NC(=O)CSc1nc2ccc(C)cc2[nH]1 (configuration not stated)
    -2, 20
CN(C)C(=O)CCc1ccc2c3c([nH]c2c1)[C@]1(CCc2ccccc2)[C@@H](C(=O)N2CCCCC2)C[C@H](CC(=O)NCCc2ccccn2)C(=O)N1CC3
    -17, 4
Cc1cc2ccccc2c(=O)n1CC(=O)NCc1ccco1
    -16, -4
CC(=O)Nc1ccc(-c2ccnc3c2CC(C)(C(=O)NCCN(C)C)O3)cc1 (configuration not stated)
    17, 3
Cc1ccc(C)c(N2CCN(C(=O)CCNC(=O)Cn3ccc4ccccc4c3=O)CC2)c1
    4, -23
COc1cccc(NC(=O)c2oc3ccc(S(=O)(=O)N4CCOCC4)cc3c2C)c1
    3, -6
Cc1c(NS(=O)(=O)c2cccc(C(=O)N3CCCC3)c2)c(=O)n(-c2ccccc2)n1C
    9, 0
CCOC(=O)/C(C#N)=C/c1c[nH]c2ccccc12
    -8, 5
O=C(Nc1ccc(NC(=O)C2CCCCC2)cn1)c1ccco1
    4, -9
CCOc1cc(C(=O)N(C)CC(=O)Nc2cccc3ccccc23)ccc1OC
    -9, -1
Cc1cccc(NS(=O)(=O)c2cccc(C(=O)N3CCCCCC3)c2)c1
    -9, -3
CCCCCCSc1cccc(-c2nc3ccc(Cl)cn3c2NCc2ccccc2)c1
    -23, -4
Cn1cnnc1SCC(=O)Nc1cc(C(F)(F)F)ccc1N1CCOCC1
    -20, 8
COc1ccc2nc(/C=N/NC(=O)CCCCCNC(=O)OC(C)(C)C)ccc2c1
    -1, 8
Cc1ccc(-c2cnc(C(O)c3ccc(Cl)c(F)c3)[nH]2)cc1 (configuration not stated)
    -17, -3
CN(C)/N=C/c1cc([N+](=O)[O-])ccc1O
    7, 5
COCCNC(=O)COc1ccccc1C
    3, -4
O=C(c1ccccn1)N1CCN(c2cccc(C(F)(F)F)c2)CC1
    -6, -9
O=C1OCCC1Sc1ncnc2sccc12 (configuration not stated)
    -2, 0
CN(CC(=O)N1CCCCC1)S(=O)(=O)c1cccc2cccnc12
    7, -11
CC(=O)NC1=NN(C(C)=O)C(c2sccc2C)S1 (configuration not stated)
    3, -5
O=C(c1cccc(S(=O)(=O)N2CCOCC2)c1)N(Cc1ccco1)Cc1cccs1
    -14, -4
O=C(CN1CCN(S(=O)(=O)c2ccccc2)CC1)Nc1ccc2c(c1)OCO2
    -6, 1
COc1ccccc1NC(=O)C(NC(=O)c1ccc(C)cc1)c1ccccc1 (configuration not stated)
    -10, 8
CC(Oc1ccc(F)cc1)C(=O)Nc1ccccc1C(=O)N1CCCCC1 (configuration not stated)
    -15, -12
O=C(NCc1cccc(Cl)c1)C1Cc2c(-c3ccc(Cl)cc3)ccnc2O1 (configuration not stated)
    -51, 17

Exported field by field: part of the list above
COCCNC(=O)COc1ccccc1C
  H9c2 TAG inh: 3; H9c2 TAG inh DAPI viability: -4
Cn1cnnc1SCC(=O)Nc1cc(C(F)(F)F)ccc1N1CCOCC1
  H9c2 TAG inh: -20; H9c2 TAG inh DAPI viability: 8

Compound profiles (already shown). Order of screens: H9c2 TAG inh | H9c2 TAG inh DAPI viability
Listed for `O=C(CN1CCN(S(=O)(=O)c2ccccc2)CC1)Nc1ccc2c(c1)OCO2` → -6 | 1
Listed for `COCCNC(=O)COc1ccccc1C` → 3 | -4
Listed for `O=C(c1ccccn1)N1CCN(c2cccc(C(F)(F)F)c2)CC1` → -6 | -9
Listed for `COc1ccc2nc(/C=N/NC(=O)CCCCCNC(=O)OC(C)(C)C)ccc2c1` → -1 | 8
Listed for `O=C(c1cccc(S(=O)(=O)N2CCOCC2)c1)N(Cc1ccco1)Cc1cccs1` → -14 | -4

The list continues:
Under each structure – H9c2 TAG inh, H9c2 TAG inh DAPI viability
CCOc1ccc(NC(=O)COC(=O)c2ccc(S(=O)(=O)N3CCOCC3)cc2)cc1
    8, 5
CS(=O)(=O)N(CC(=O)Nc1cccc(Cl)c1Cl)c1ccccc1
    -1, -5
Cc1ccc(-c2csc(NC(=O)c3ccc(S(=O)(=O)N4CCc5ccccc54)cc3)n2)cc1
    -11, -7
CCOC(=O)c1cnc2ncnn2c1N
    -13, -9
O=C(CSc1nnnn1-c1cccnc1)Nc1ccccc1F
    11, -1
O=C(/C=C/c1ccccc1)NNC(=O)c1cccs1
    2, 2
Cc1ccccc1C(=O)N1CCC(n2nccc2NC(=O)CCOc2ccccc2)CC1
    5, -1
Cc1c(NC(=O)C(C)C)cccc1-c1nc2ncccc2o1
    -6, -8
O=C(NCC1CCCO1)c1ccc(S(=O)(=O)Nc2ccc(F)cc2)cc1 (configuration not stated)
    -3, -1
C=CCC[C@H](Cc1ccc(F)cc1)C(=O)OC[C@@H](Cc1c[nH]c2ccccc12)NC(=O)[C@H](CC=C)CC(=O)N(CCO)Cc1ccccc1
    57*, -12*
O=C(O)/C(=C/c1ccc(Cl)c([N+](=O)[O-])c1)c1ccc(S(=O)(=O)N2CCCCC2)s1
    10, -3
CCN(C[C@H]1N[C@@](C)(C(=O)OC)[C@H]2C(=O)N(Cc3ccccc3)C(=O)[C@@H]12)C(=O)Nc1ccc(OC)cc1
    -6, -3
Cc1cc(C)n(C(=O)CCCn2cc([N+](=O)[O-])cn2)n1
    -2, 1
COc1cc(NC(=S)N2CCCCC2C)cc(OC)c1OC (configuration not stated)
    -18, 3
CN(C)c1ccc(/C=N/n2cnn(Cc3ccccc3Cl)c2=S)cc1
    -7, -5
O=C1N/C(=C/c2cccs2)C(=O)N1Cc1ccccc1F
    -4, -6
CCc1nnc(NC(=O)C(NS(=O)(=O)c2ccccc2)C(C)C)s1 (configuration not stated)
    -13, 12
CCCCCCn1c(=O)n2n(c1=O)C[C@]1(OC(=O)NCc3ccco3)CN(S(=O)(=O)c3ccc(C)cc3)C[C@]1(O)C2
    -2, -3
Cc1cnc(C(=O)OCC(=O)N(Cc2ccccc2)C(C)(C)C)cn1
    -2, 4
CCCSc1nsc(NC(=O)c2cccnc2OCC)n1
    9, -1
C[C@@H]1COC(=O)[C@H](Cc2ccc(F)cc2)CC/C=C/C[C@@H](CC(=O)N[C@H](CO)Cc2ccccc2)C(=O)N1
    4, -5
CCN(CC)S(=O)(=O)c1ccc2oc(SCC3CN=C(c4ccc(OC)cc4)S3)nc2c1 (configuration not stated)
    2, 0
O=C(Cc1n[nH]c(=O)[nH]c1=O)N/N=C/c1cccc(Cl)c1
    -5, 8
COc1cccc(-c2ncc3ccccc3c2COC(=O)CCCC(=O)O)c1
    7, -6
COc1ccc(-c2noc(CCC(=O)N3CCN(c4cccc(F)c4)CC3)n2)cc1
    -16, -9
COc1ccc(CCC(=O)N(C)CC(=O)Nc2cc(C)ccc2C)cc1
    -23, 6
Cc1ccccc1OCC(=O)Nc1ccc(C)c(S(=O)(=O)N2CCCCCC2)c1
    -13, -7
Brc1ccc(-c2c[n+]3c(n2-c2ccccc2)SCC3)cc1
    57, -56
Cc1ccccc1C(=O)N1CCN=C1SCc1ccc([N+](=O)[O-])cc1
    -20, 0
O=C(Nc1ccc(F)cc1)Nc1ccc2c(c1)CCC2
    -4, 1
CCC(=O)Nc1cnc(NC(=O)c2cccc(F)c2)cc1C
    7, -8
CCOC(=O)c1c[nH]n2c(=O)cc(C)nc12
    -1, 1
CCOc1ccc(NC2c3ccccc3C(=O)N2c2ccc(Cl)cn2)cc1 (configuration not stated)
    -4, 1
O=C(Nc1ccc(C(=O)O)cc1)/C(=C\c1cccc([N+](=O)[O-])c1)NC(=O)c1ccc(Br)o1
    14, -24
COc1ccc(C2c3c(ncn(CCCO)c3=N)Oc3ccc4ccccc4c32)cc1 (configuration not stated)
    24, 12
COc1ccccc1NC(=O)Cn1nnc(-c2ccccc2NC(=O)c2ccco2)n1
    -5, -1
CCOc1cccc(-c2nn3c(-c4cc(C)[nH]n4)nnc3s2)c1
    10, 1
COc1ccc(NC(=O)CSc2nc3ccc(OC)cc3[nH]2)cc1
    4, -7
O=C(O)CCC(=O)N1CCN(c2ccccn2)CC1
    9, 1
CC1=CN2C(=N)/C(=C\c3cn(CCCOc4ccccc4)c4ccccc34)C(=O)N=C2S1
    16, 11
CCOC(=O)C1=CN(Cc2ccco2)S(=O)(=O)N(CC)C1c1ccc(C(F)(F)F)cc1 (configuration not stated)
    4, -9
O=C(NC1=NCCS1)c1cccs1
    -10, 3
COc1ccc(/C=C(/NC(=O)c2ccco2)C(=O)N2CCc3ccccc32)cc1OC
    -5, 11
Cc1ccccc1NC(=O)COC(=O)c1ccc2c(c1)OCCO2
    -8, -8
Cc1ccc(S(=O)(=O)Nc2cccc3c2O[C@H](CN(C)Cc2ccc(-c4ccccc4)cc2)[C@@H](C)CN([C@H](C)CO)C3=O)cc1
    -5, 2

(more compounds)
| smiles | H9c2 TAG inh | H9c2 TAG inh DAPI viability |
| --- | --- | --- |
| O=C(Cc1ccccc1)Nc1cc2c(cc1Cl)OCCCO2 | -9 | -10 |
| CC(=O)c1ccc(C(=O)Nc2ccc3c(c2)C(=O)NC3=O)cc1 | -9 | -8 |
| CC(=O)c1cccc(NC(=O)CCc2nc3sc4c(c3c(=O)[nH]2)CCCC4)c1 | -22 | 1 |
| Cc1cccc(-c2cc(N3CCCN(C)CC3)n3nccc3n2)c1 | 9 | 62 |
| CC1CCN(C(=O)c2ccc(NC(=O)CC3SC(N4CCCC4)=NC3=O)cc2)CC1 (configuration not stated) | 10 | 2 |
| Cc1ccc(/C(N)=N/OC(=O)/C=C/c2ccccc2)cc1 | 8 | 6 |
| COc1ccc(CC(=O)Nc2cc(S(=O)(=O)N3CCOCC3)ccc2N2CCOCC2)cc1OC | -5 | -4 |
| O=C(COc1ccc(-n2cnnn2)cc1)Nc1ccc(F)c(F)c1 | -8 | -5 |
| CCn1c(=O)cc(OCC(=O)NCCCN2CCN(c3cccc(Cl)c3)CC2)c2ccccc21 | 9 | 15 |
| O=C(NP(=O)(N1CCOCC1)N1CCOCC1)C1=C(N2CCOCC2)/C(=C\c2ccccc2)CC1 | -21 | 8 |
| NS(=O)(=O)c1cccc(NC(=O)COC(=O)CCC2CCCC2)c1 | -11 | 8 |
| CC1CC(C)(C)CC2(C1)NC(=O)N(CC(=O)Nc1nccs1)C2=O (configuration not stated) | -8 | 4 |
| COCCN(C(=O)COC(=O)c1cc2c(s1)CCCC2)c1c(N)n(Cc2ccccc2)c(=O)[nH]c1=O | -7 | -7 |
| CC(C)n1c2ccccc2c2nnc(SCC(=O)OCN3C(=O)c4ccccc4C3=O)nc21 | 6 | 0 |
| O=C(Nc1cccc(-c2nn[nH]n2)c1)c1csc2c1CCCC2 | 25 | -5 |
| N#Cc1c(-c2ccccc2)c(-c2ccccc2)nn(CC(=O)NNC(=O)Nc2ccc(Cl)cc2)c1=O | 31 | -31 |
| NNC(=O)c1ccc(Cn2cc(Cl)cn2)o1 | 16 | -2 |
| CC(C)(C)NC(=O)/C=C/c1cccs1 | -10 | -12 |
| O=C(NCC12CC3CC(CC(C3)C1)C2)c1cc2n(n1)C(C(F)(F)F)CC(c1ccco1)N2 (configuration not stated) | 24 | -3 |
| CCCCN1C(=O)C(=O)N(CC(=O)Nc2sc(C)c(C)c2C(=O)OC)C1=O | 8 | 0 |
| CCN(C(=O)c1ccc(Cl)c([N+](=O)[O-])c1)c1ccccc1 | 8 | -4 |
| O=C(COC(=O)c1cncc(Br)c1)NCc1cccs1 | -9 | 5 |
| Cc1nc(N)nc(Nc2ccc(Cl)cc2)c1Br | 3 | -10 |
| C=CCNC(=O)c1cc(Cl)cc(Cl)c1 | -3 | 10 |
| O=C(c1cccc(S(=O)(=O)NCc2ccccc2)c1)N1CCN(c2ccc(F)cc2)CC1 | -31 | -8 |
| CCc1nnc(NS(=O)(=O)c2ccc(N/C=C\C(=O)c3ccc(F)cc3)cc2)s1 | 1 | -4 |
| COc1ccc(Nc2oc(-c3ccc(F)cc3)nc2C#N)cc1 | 10 | 0 |
| CC(=O)COc1cccc2ccc(/C=C/c3ccc(Br)s3)nc12 | -14 | 15 |
| CCOc1ncccc1C(=O)OC(C)C(=O)Nc1ccc(N2CCOCC2)cc1 (configuration not stated) | 31 | -3 |
| O=C(NNC(=O)c1ccc2c(=O)n3c(nc2c1)CCC3)c1ccc(F)cc1 | 8 | 3 |

Overlap with the part before: 4 compounds, then new ones.
| smiles | H9c2 TAG inh | H9c2 TAG inh DAPI viability |
| --- | --- | --- |
| COc1ccc(Nc2oc(-c3ccc(F)cc3)nc2C#N)cc1 | 10 | 0 |
| CC(=O)COc1cccc2ccc(/C=C/c3ccc(Br)s3)nc12 | -14 | 15 |
| CCOc1ncccc1C(=O)OC(C)C(=O)Nc1ccc(N2CCOCC2)cc1 (configuration not stated) | 31 | -3 |
| O=C(NNC(=O)c1ccc2c(=O)n3c(nc2c1)CCC3)c1ccc(F)cc1 | 8 | 3 |
| O=C(CN1CCCCCC1)Nc1ccc(F)c(F)c1 | 10 | 2 |
| Cc1cc(=O)[nH]c2ccc(S(=O)(=O)NC3CCCCC3)cc12 | 13 | -4 |
| Cc1ccc(S(=O)(=O)CCC(=O)OCc2nnc(-c3ccc([N+](=O)[O-])cc3)o2)cc1 | 4 | 8 |
| CCN(C(=O)CSc1ccc2ccccc2c1)C1CCS(=O)(=O)C1 (configuration not stated) | -6 | 1 |
| O=C(Nc1ccccc1C(=O)NCCCN1CCOCC1)c1cccc([N+](=O)[O-])c1 | 6 | 6 |
| COC(=O)c1ccccc1N=Nc1c(C)n[nH]c1C | -11 | 1 |
| COc1ccccc1CNC(=O)Nc1nc(C(N)C(C)C)cs1 (configuration not stated) | 13 | -11 |
| COC(=O)c1cc2c(s1)-c1cc(F)ccc1OC2 | 9 | 102 |
| COC(=O)C1(NC(=O)CNC(=O)OCc2ccccc2)CCCC1 | -15 | 1 |

A portion of the library. The share of hits here may be higher or lower than overall.
